Screens (PubChem)
TRPV1 agonist = HTS Assay for Compounds that Act as Agonists of the Vanilloid Receptor 1. TRPV1-expressing cells, Fluo-8 calcium influx, agonist mode. activation, % at 8.33 µM. 0.19% of 320,000 active. AID 540275, 2011; in the data active means activation above about 80%; inconclusive means between about 30% and that limit; further: 0% is about no effect
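Fluo-8 calcium influx in TRPV1-expressing cells, kinetic read (ex 480/em 520 nm). Compound added and read 3 min for agonist activity, followed by capsaicin at EC20 final and 2 min further read for enhancement.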
Coupling enz = qHTS Assay for Inhibitors of Fructose-1,6-bisphosphate Aldolase from Giardia Lamblia: Coupling assay counterscreen. coupling enzyme system counterscreen, AmpLite Red fluorescence. AID 2472, 2010. 0.67% of 290,000 active. activity change, negative = inhibition, % at 58.2 µM, hits read low; in the data active means activity change below about -30%; further: on the % scale 0 is the no-effect control and ±100 the full control effect
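Coupling enzymes only (glyceraldehyde-3-phosphate) + compound, at 57.5 uM final, 10 min RT; add substrate/coupling/AmpLite Red mix, 20 min RT; fluorescence ex 525/em 598 nm. Actives flag coupling-system interference.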
AT treatment = qHTS Assay for Identifying a Potential Treatment of Ataxia-Telangiectasia; […] A-T fibroblasts, KAP-1 phosphorylation AlphaLISA; neocarzinostatin DNA damage 30 min before lysis; Potency, µM (series often up to 57.5 µM), inactives show at the highest dose activation, hits mostly activators; 0.19% of 320,000 active; AID 485349, 2010; further: potency means the concentration at half of the fitted maximal effect; % of control where 0% means no effect; nearly all actives have a fitted effect of over 45% in size
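ATM-like activity read as KAP-1 phosphorylation via AlphaLISA donor/acceptor antibody pairs after lysis and 6 hr at 25C. Cells were ATM-null patient fibroblasts ([…], hTERT), dosed 60 min, then exposed to the DSB inducer NCS for 30 min.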
S-ASM inh = Inhibitors of Secretory Acid Sphingomyelinase (S-ASM): qHTS | placental ASM, HMU-PC fluorogenic substrate, 60 min | 0.006% of 340,000 active | Sphingomyelin phosphodiesterase (Homo sapiens), P17405 | Potency, µM (series often up to 57.5 µM), for inactives: at the top dose activity change, negative = inhibition, usual class: inhibitors | AID 504937, 2011; further: potency means the concentration at half of the fitted maximal effect
Target sequence (P17405 47-631 limits assumed): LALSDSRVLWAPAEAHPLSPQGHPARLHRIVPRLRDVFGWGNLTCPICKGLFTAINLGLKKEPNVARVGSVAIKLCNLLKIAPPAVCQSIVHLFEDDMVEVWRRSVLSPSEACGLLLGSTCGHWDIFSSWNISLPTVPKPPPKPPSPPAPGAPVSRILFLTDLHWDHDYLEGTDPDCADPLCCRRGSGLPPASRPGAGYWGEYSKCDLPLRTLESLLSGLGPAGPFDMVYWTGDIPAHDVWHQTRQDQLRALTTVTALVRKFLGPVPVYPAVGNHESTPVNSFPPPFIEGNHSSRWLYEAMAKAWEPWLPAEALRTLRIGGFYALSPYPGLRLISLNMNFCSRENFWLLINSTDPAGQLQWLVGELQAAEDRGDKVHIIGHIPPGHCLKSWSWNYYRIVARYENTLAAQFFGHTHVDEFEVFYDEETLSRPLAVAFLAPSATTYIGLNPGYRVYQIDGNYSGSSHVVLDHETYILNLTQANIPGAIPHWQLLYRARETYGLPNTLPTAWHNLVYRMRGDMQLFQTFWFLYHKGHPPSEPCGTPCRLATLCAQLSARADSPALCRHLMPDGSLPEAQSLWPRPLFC
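Human placenta-derived ASM preincubated with compound 10 min at room temperature, then reacted with 9 uM (final) fluorogenic HMU-PC substrate for 60 min at 37 C. Stop solution raises pH to 10; fluorescence read at Ex 386/Em 447 nm.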
MBNL1 CUG block = qHTS Assay for Inhibitors of MBNL1-poly(CUG) RNA binding. Muscleblind-like protein 1 (Homo sapiens), Q9NR56. TR-FRET MBNL1-His/biotin-(CUG)12 binding, 665/545 ratio. Potency, µM (doses to about 57.5 µM), for inactives: at the highest dose activity change, negative = inhibition, actives largely listed as inhibitors. 0.036% of 280,000 active; active means well fitted inhibition curve with a large enough effect in the signal ratio, with a control signal flat, not every such curve was filed as active; inconclusive means small, poorly fitted or top-dose-only effect, or effect the other way, or a change in a side signal; inactive means no such curve, though single readings can be large or run the other way; the % refers to the signal ratio; further: potency means the concentration at half of the fitted maximal effect; on the % scale 0 is the no-effect control and ±100 the full control effect
Target sequence (Q9NR56 whole entry, looked up): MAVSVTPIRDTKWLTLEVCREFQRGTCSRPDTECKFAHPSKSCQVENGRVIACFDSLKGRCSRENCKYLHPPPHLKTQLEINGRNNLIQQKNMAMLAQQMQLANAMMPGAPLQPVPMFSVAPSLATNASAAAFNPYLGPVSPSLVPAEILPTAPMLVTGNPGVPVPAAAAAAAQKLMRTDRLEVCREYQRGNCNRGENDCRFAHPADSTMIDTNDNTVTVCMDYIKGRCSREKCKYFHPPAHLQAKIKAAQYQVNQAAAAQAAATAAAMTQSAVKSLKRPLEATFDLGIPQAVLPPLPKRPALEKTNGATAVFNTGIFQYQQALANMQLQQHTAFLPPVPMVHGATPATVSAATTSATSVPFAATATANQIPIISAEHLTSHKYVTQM
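TR-FRET between His-tagged MBNL1 and biotin-(CUG)12 RNA, detected with Tb anti-His antibody (0.055 ng/ul) and streptavidin-XL665 (5 nM), 60 min at room temperature. Compounds titrated 92 nM to 58 uM; 665/545 nm ratio normalized to buffer and complex controls.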
GALK inh = qHTS Assay for Inhibitors of Human Galactokinase (GALK); P51570; Purified GALK, Kinase-Glo residual ATP luminescence; Potency, µM (titrated, usually from 57.5 µM), for the others: top-dose activity change, negative = inhibition, usual class: inhibitors; 0.007% of 270,000 active; AID 1868, 2009; further: potency means the concentration at half of the fitted maximal effect; on the % scale 0 is the no-effect control and ±100 the full control effect
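ATP-depletion format; final 35 uM ATP, 100 uM D-galactose, 5 nM enzyme; pH 8.0 HEPES/Mg2+ buffer; 60 min RT; luminescence read 10 min after detection reagent.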
hERG WT inh = qHTS for Inhibitors of KCHN2 3.1: Wildtype qHTS | activity change, % at 1.84 µM | Voltage-gated inwardly rectifying potassium channel KCNH2 (Homo sapiens), Q12809 | 0.37% of 340,000 active | AID 720551, 2013 | U2OS, BacMam KCNH2, thallium flux FluxOr; hits give low values;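 active means maximum activity change below -70%; inconclusive means maximum activity change between -70% and -50%; inactive means maximum activity change above -50%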; further: on the % scale 0 is the no-effect control and ±100 the full control effect
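U2OS cells were transduced with wild-type KCNH2 virus (2.03 x 10^8 / mL) for 4 h at room temperature, then cultured overnight at 37 C. Thallium flux was read with FluxOr dye. Rate constants were normalized to DMSO controls.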
KCNH2 3.1 inh = qHTS for Inhibitors of KCHN2 3.1: Mutant qHTS; AID 720553, 2013; U2OS KCNH2 3.1, thallium flux FluxOr; hits give low values; Potassium voltage-gated channel subfamily H member 2, brain isoform KCNH2 3.1 (human); activity change, % (tested at about 1.8 µM); 0.95% of 340,000 active;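 active means maximum activity change below -70%; inconclusive means maximum activity change from -70% to -50%; inactive means maximum activity change above -50%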;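 further: thallium influx rate constant from kinetic fluorescence after stimulation buffer; on the % scale 0 is the no-effect control and ±100 the full control effect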
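Channel expression came from 3.1 mutant virus (1.77 x 10^8 /mL) applied to suspended U2OS cells for 4 h. Flux was tracked with FluxOr dye plus Red40 quencher, and kinetic rate constants normalized to controls.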
CXXC DNA block = qHTS Fluorescence Polarization Assay for Inhibitors of MLL CXXC domain - DNA interaction; MLL-CXXC / FITC-HOXA9 DNA fluorescence polarization; Histone-lysine N-methyltransferase 2A (Homo sapiens), Q03164; 0.037% of 290,000 active; Potency, µM (doses to about 115 µM), without a hit: top-dose activity change, negative = inhibition, most hits filed as inhibitors; active means well fitted inhibition curve with a large enough effect in the polarisation, with a control signal flat, not every such curve was filed as active; inconclusive means small, poorly fitted or top-dose-only effect, or effect the other way, or a change in a side signal; inactive means no such curve, though single readings can be large or run the other way; the % refers to the polarisation; further: potency means the concentration at half of the fitted maximal effect
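Steps: dispense CXXC domain solution (7 uM) → pin compounds or unlabeled HOX-A9 DNA control → 5 min ambient → add FLSN-HOX-A9 solution (50 nM) → spin → 30 min ambient → fluorescence polarization. Tris pH 7.5/NaCl/DTT/BSA buffer.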
Integrin act MD = qHTS for Activators of Integrin-Mediated Alleviation for Muscular Dystrophy; alpha7betagal myoblasts, beta-gal FDG fluorescence, 48 h; Potency, µM (top dose mostly 38.3 µM), for inactives: at the highest dose activation, actives largely listed as activators; 0.064% of 350,000 active;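 further: potency means the concentration at half of the fitted maximal effect; 100% = response of the positive control SU9516; nearly all actives have a fitted effect of over 60% in size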
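alpha7betagal+/- myoblasts (passage 13, 250/well) treated 48 h at 37C with compounds at 1:260 dilution of DMSO stock. Lysed, then beta-galactosidase activity read as FDG fluorescence (ex 480/em 540) after 30 min, with pre-read for autofluorescence.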
Active calls of the source: *; ? = inconclusive; · = not tested or not shown; [ ] = remark or other dose. Unless noted, the call rests on the fitted dose curve; in most records, active means well fitted curve in the direction sought with a large enough effect; inconclusive means small, poorly fitted or top-dose-only effect, or another doubt; inactive means no such curve, though single readings can be large; an effect the other way counts as inactive or inconclusive.

SMILES	TRPV1 agonist	Coupling enz	AT treatment	S-ASM inh	MBNL1 CUG block	GALK inh	hERG WT inh	KCNH2 3.1 inh	CXXC DNA block	Integrin act MD
Cc1ccc2nc3c(cc(C(=O)NCC4CCCO4)n3C)c(=O)n2c1 (configuration not stated)	-5.1	0.9	-0.9%	·	36.9%[activator]	-0.7%	·	·	3.2%	·
Cn1cc(S(=O)(=O)Nc2ccc3c(c2)OCCO3)cn1	1.5	1.3	-1.2%	1.1%	-7.0%	-1.8%	2.8	4.3	21.5%	7.2%
O=C(CSc1nnc(CNC(=O)c2ccccc2)o1)c1ccccc1	1.0	3.4	3.3%	4.2%	-4.4%	7.1%	-1.3	·	?	16.3%
O=C(N/N=C/c1sc(=O)[nH]c1-[n+]1ccc2ccccc2c1)c1ccccc1[O-]	17.4	·	-1.3%	18.6%	?	-3.1%	-16.7	-3.3	0.9%	0.3%
COc1cc(C)ccc1S(=O)(=O)N1CCCCCC1	7.5	4.1	0.0%	-1.8%	-5.8%	1.2%	4.0	-9.5	-4.6%	18.6%
COCCNCC(=O)N1CCCCCC1	3.6	7.3	4.1%	0.6%	-9.4%	0.2%	-10.0	-32.7	2.0%	6.5%
CCCCn1c(SCC(=O)c2ccccc2)nc2ccsc2c1=O	-2.8	-0.2	22.5%	-1.9%	-5.8%	0.9%	1.1	-5.7	1.7%	-26.3%
COc1ccc(/C=N/NC(=O)CCn2nc(C)cc2C)cc1O	-3.5	1.7	-3.8%	2.0%	7.3%	11.9%	-4.0	10.2	-1.7%	?
CCOc1cccc(/C=C2/NC(=O)N(CC(=O)Nc3cccc(C)c3)C2=O)c1O	1.8	-3.8	15.9%	0.9%	-1.8%	2.3%	-4.2	6.9	-2.6%	0.0%
CCOc1ccc(C2c3c(oc4ccccc4c3=O)C(=O)N2CCCN2CCOCC2)cc1OCC (configuration not stated)	2.2	-5.1	4.0%	1.4%	19.0%	-0.1%	-1.7	6.5	-0.1%	-0.8%
COc1ccc(C(=O)c2cnc3ccccc3c2-c2ccccc2)cc1	?	·	1.7%	-19.4%	-3.3%	2.8%	-0.9	-21.9	-0.2%	26.7%
Cc1ccc(OCCNC(=O)c2ccc3ccccc3n2)cc1	21.9	-0.8	8.3%	-23.1%	6.3%	10.8%	1.0	-41.7	19.2%	-9.9%
C=CCSc1nc2c(c(=O)[nH]c(=O)n2C)n1C(C)C	-14.9	-1.6	-9.7%	-0.9%	5.5%	1.7%	0.0	-21.6	4.6%	-8.6%
COc1ccc(-c2noc(COc3ccc(Cl)c(C)c3)n2)cc1	0.5	2.0	-5.9%	0.2%	1.2%	0.8%	14.9	14.3	10.1%	27.5%
O=C(NCc1ccccc1)c1onc(CSc2ccccn2)c1C(=O)NCc1ccccc1	5.6	0.8	9.7%	-7.8%	-7.0%	-0.5%	-13.5	-1.0	0.0%	1.7%
O=C(NC1CCN(C(=O)Nc2ccccc2Cl)CC1)c1ccccc1	5.5	1.9	2.3%	2.4%	-10.6%	2.4%	-8.3	-15.0	3.7%	-6.5%
O=C(C1=NNCC1c1ccc(Cl)cc1)C1CO1 (configuration not stated)	-3.2	2.4	2.8%	1.9%	·	-0.1%	-35.2	16.7	-6.2%	-32.7%
FC(F)(F)c1cc(-c2ccco2)nc(-n2nnc3ccccc32)n1	3.8	2.3	-3.0%	38.8%[activator]	-7.8%	0.6%	-1.5	13.1	0.1%	14.9%
CCCC(c1nnnn1C1CCCCC1)N1CCN(C2CCCC2)CC1 (configuration not stated)	2.6	-0.3	-4.3%	0.1%	-1.5%	-0.2%	18.8	-28.5	-2.2%	-2.1%
O=C(COc1cccc([N+](=O)[O-])c1)NN1C(=O)c2ccccc2C1=O	-0.1	-2.7	-1.4%	-1.7%	?	2.7%	-17.4	-3.1	-1.6%	-13.7%
CCC1CCCCN1C(=O)Nc1cc(Cl)ccc1OC (configuration not stated)	10.5	-0.4	6.0%	1.6%	-2.9%	2.9%	25.5	·	1.4%	10.9%
Cc1cc2c(c(=O)n1C1CC1)C(c1cccc(Cl)c1)C(C#N)=C(N)O2 (configuration not stated)	1.5	-0.9	-6.1%	-0.2%	23.3%	-2.9%	11.1	-1.8	16.0%	-27.2%
COC(=O)c1ccsc1NS(=O)(=O)c1ccccc1	1.0	·	2.9%	3.6%	2.5%	-2.9%	-10.5	-13.7	38.1%[activator]	1.8%
C#CCNC(=O)C1=C[C@H](c2ccc(C#C)cc2)C[C@H](OCc2ccc(CO)cc2)O1	·	·	·	-0.1%	·	·	4.4	20.6	·	8.7%
COc1ccc(C(C(=O)NCC2CCCO2)N(Cc2ccc(F)cc2)C(=O)CNC(=O)c2ccco2)cc1OC (configuration not stated)	-3.1	2.0	-1.9%	5.8%	-5.1%	7.5%	-2.8	12.4	-5.6%	41.3%
Cc1ccc(NC(=O)CN2C(=O)NC(C)(C3CC3)C2=O)cc1S(=O)(=O)N1CCCCC1 (configuration not stated)	2.4	·	-4.8%	-2.5%	·	·	-4.8	-1.8	·	-10.5%
COC(=O)Cn1c(=NC(=O)c2ccc(OC)cc2)sc2cc(OC)ccc21	6.6	-5.8	8.9%	131.9%[activator]	-2.9%	-0.1%	-7.2	-3.4	-1.7%	32.8%
COc1ccc(NC(=O)CSc2nc3c(c(-c4cccs4)c2C#N)CN(C)CC3)cc1OC	1.9	-11.9	-5.9%	-0.2%	?	0.2%	7.4	-0.1	-16.1%	35.1%
CC(C)c1cc(C(=O)N/N=C/c2ccoc2)cs1	?	·	-7.7%	1.8%	-1.6%	-1.7%	10.0	-9.0	5.3%	-6.9%
CCC(=O)Nc1c(-c2ccc(C)cc2)nc2ccc(C)cn12	0.6	-4.4	1.1%	-2.1%	4.7%	-3.7%	11.4	2.6	1.5%	-9.7%
Cc1cc(NC(=O)C2CCCCC2)ncc1NC(=O)c1ccccn1	-1.0	-2.1	0.7%	2.9%	-4.8%	-0.3%	-1.1	-9.9	-0.9%	-18.1%
Cn1cc([N+](=O)[O-])c(C(=O)NC2CCCCCCC2)n1	7.6	·	-3.2%	·	?	-1.8%	·	·	5.9%	·
O=C(NCc1cccnc1)C1CCCN1S(=O)(=O)c1ccc(Cl)cc1 (configuration not stated)	2.2	0.3	5.4%	2.0%	-4.0%	-3.3%	6.9	9.1	-8.3%	-23.1%
Cc1ccc(NC(=O)C(C)OC(=O)Cc2c[nH]c3ccccc23)cc1S(=O)(=O)N1CCOCC1 (configuration not stated)	-2.5	·	0.4%	·	·	·	0.4	3.3	·	-7.7%
Nc1cc(N)cc(C(=O)Nc2ccc3c(c2)C(=O)NC3=O)c1	0.1	1.6	7.6%	14.5%	?	0.5%	0.8	11.7	2.0%	-45.6%[inhibitor]
Cc1noc(C)c1COc1cccc(C(=O)N2CCc3ccccc32)c1	22.9	-0.1	4.7%	-5.8%	0.7%	11.5%	1.1	9.9	-7.8%	20.0%
O=c1c(C(c2ccc(F)cc2)c2c(O)nc3n(c2=O)CCS3)c(O)nc2n1CCS2	0.4	5.9	-46.2%	4.6%	-11.7%	4.8%	8.0	11.5	-5.5%	-23.4%
COc1cccc(CN2CCc3[nH]c(=S)[nH]c(=O)c3C2)c1	2.2	-1.0	8.8%	1.0%	-7.5%	4.9%	-12.8	13.6	?	0.0%
CCC(C)(C)NC(=O)C(c1ccccc1F)N(C(=O)c1ccn[nH]1)c1ccccc1 (configuration not stated)	22.6	1.4	-6.8%	-1.1%	0.9%	-2.8%	-24.9	2.0	1.3%	9.6%
N#Cc1ccccc1CSc1nc(N2CCCCC2)nc(N2CCCCC2)n1	9.3	1.2	-2.2%	-4.7%	-5.4%	-1.0%	-1.9	2.1	0.5%	-6.1%
O=C(NCCCNC(=O)c1cnccn1)c1cccc(F)c1	0.3	3.3	-2.7%	4.1%	-1.0%	12.2%	-0.2	4.3	-1.3%	4.2%
